mHTT CaM bind: mutant huntingtin-calmodulin interaction inhibitors – biochemical, AlphaScreen, primary screen; AlphaScreen His-mHTT/GST-CaM binding, luminescence; P42858; hit rate 3.6% among 190,000; inhibition, % at 15 µM;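 further: 0% = both proteins with DMSO and 100% = one protein alone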
Pf apPOL inh: Pf-apPOL inhibitors, biochemical, fluorescence; inhibition, % at 10 µM; Recombinant Pf-apPOL, molecular beacon fluorescence, 1.5 h; hit rate 0.25% among 210,000; Plasmodium falciparum apicoplast DNA polymerase (apPOL)
* = called active by the depositor; nt = no result given; & = joins results of further samples. No stated cut-off is given here; in the data, active means inhibition above about 50%; inactive means the rest. Only part of the results is shown; count on the stated rates, not on these rows.

SMILES | mHTT CaM bind | Pf apPOL inh
CC(NC(=O)c1ccc(Br)o1)c1ccccc1 (configuration not stated) | -1.3 | -6.4
Cc1ccc(CNS(=O)(=O)c2ccc(F)c(C(=O)Nc3ccc(Cl)cc3F)c2)cc1 | 1.0 | -6.7
O=C(Nc1ccc(NC(=O)C23CC4CC(CC(C4)C2)C3)cc1)c1ccc(F)cc1 | -4.5 | -9.4
O=C(Nc1ccc(Cc2ccncc2)cc1)C1CCC(N2C(=O)C3C4C=CC(C4)C3C2=O)CC1 (configuration not stated) | 22.3 | -4.5
Cc1ccc(C(=O)N2CCc3c(c(-c4nc(C)no4)nn3C)C2)c(C)c1 | -6.8 | -4.0
Cc1ccc(Cl)c(OCC2C[N+]34CCO[B-]3(OCC4)O2)c1 (configuration not stated) | -3.0 | 10.7
Cc1cc(OCC(=O)Nc2c(C)cccc2C)nc(N2CCC(C)CC2)n1 | 1.3 | 0.5
C=CCn1c(SCc2ccc(Cl)cc2)nc(O)cc1=O | -2.5 | -1.1
O=C(CN1CCN(Cc2cccc3ccccc23)CC1)c1ccco1 | 20.1 | -5.6
C=CCc1cccc2cc(C(=O)Nc3ccccc3F)c(=O)oc12 | 3.0 | -5.3
CC(C)(C)c1ccc(NC(=O)CSc2nnc(-c3cnccn3)s2)cc1 | nt | 0.0
O=C(CN1C(=O)NC2(CCCCC2)C1=O)Nc1ccc2c(c1)CCC2 | 6.3 | -5.1
Cc1nnc(NC(=O)CS(=O)(=O)c2cn(Cc3cccc(F)c3)c3ccccc23)s1 | 20.0 | -0.1
c1ccc2c(c1)OCC(CNc1ncnc3[nH]ncc13)O2 (configuration not stated) | 0.7 | -6.4
COCCN1C(=O)c2ccccc2C(C(=O)NCCN2CCOCC2)C1c1ccc(F)cc1 (configuration not stated) | 7.0 | -4.3
Cc1cc(C(F)(F)F)nn1CC(=O)N(C)C1CCCCC1 | -4.0 | -1.0
CCCCC(CC)CNC(=O)c1cc2ccccc2c(=O)o1 (configuration not stated) | -15.0 | -6.2
COCC(=O)Nc1ccc(Nc2ccc(-n3cccn3)nn2)cc1 | 99.2* | -1.5
NC(=O)NC(c1ccccc1)c1ccc(Br)cc1 (configuration not stated) | -1.9 | -11.4
Cc1ccc(-c2nc3n(n2)C(=O)CC(c2ccco2)S3)cc1 (configuration not stated) | 5.0 | -2.5
O=C(c1cc2ccccc2[nH]1)N1CCC2(C1)NC(=O)N(Cc1ccccc1)C2=O (configuration not stated) | 0.1 | -4.2
O=C(NCc1ccccc1)N1CCn2cccc2C1Cc1ccccc1 (configuration not stated) | -7.2 | -3.4
CCCCN(C)S(=O)(=O)c1ccc(C(=O)Nc2nnc(-c3ccc(OC)cc3)o2)cc1 | 8.0 | -4.0
Cc1c(Cl)cccc1NC(=O)c1ccccc1 | 0.9 | 4.9
Cc1noc(NC(=O)c2c(-c3c(Cl)cccc3Cl)noc2C)c1[N+](=O)[O-] | nt | -9.3
c1ccc(Cn2ncc3ccccc32)cc1 | -23.8 | -15.1
Cc1ccc(CN2CCc3c(cc(C(=O)NC(C)c4ccccn4)n3C)C2)cc1 (configuration not stated) | 34.5 | -4.9
COc1ccccc1N1CCN(C(=O)c2sc3ncccc3c2-n2cccc2)CC1 | 0.5 | -0.9
CC(C)c1ccc(S(=O)(=O)N=C2C=CC(=O)C=C2)cc1 | 86.0* | 0.6
Cc1cnc(-n2nnc(C(=O)NCc3ccccc3OC(F)(F)F)c2C)s1 | -11.6 | -7.7
CC(C)CNC(=O)C1=C2CCCN2c2ccc(F)cc2S1(=O)=O | -6.1 | 3.4
COc1ccc(C2/C=C\CNCC(=O)N2Cc2ccc(F)cc2)cc1 (configuration not stated) | 11.0 | -3.0
CCCn1cc(CNC(=O)C2CCCN(c3nnc4ccc(C(F)(F)F)cn34)C2)c(C)n1 (configuration not stated) | 0.5 | -2.7
COc1cc(CN2CCN(Cc3ccc4c(c3)OCO4)CC2)c([N+](=O)[O-])cc1OC | 7.6 | -11.0
O=C(Nc1ccccc1-c1nc2ccccc2[nH]1)c1ccccc1Cl | 45.7 | 2.6
CN(CCC#N)C(C(=O)NC1CCCC1)c1cc2c(cc1[N+](=O)[O-])OCO2 (configuration not stated) | -2.0 | -5.0

In a second layout: 19 of the compounds above.
Every second line gives: mHTT CaM bind | Pf apPOL inh
> COCC(=O)Nc1ccc(Nc2ccc(-n3cccn3)nn2)cc1
→ 99.2* | -1.5
> NC(=O)NC(c1ccccc1)c1ccc(Br)cc1 (configuration not stated)
→ -1.9 | -11.4
> Cc1ccc(-c2nc3n(n2)C(=O)CC(c2ccco2)S3)cc1 (configuration not stated)
→ 5.0 | -2.5
> O=C(c1cc2ccccc2[nH]1)N1CCC2(C1)NC(=O)N(Cc1ccccc1)C2=O (configuration not stated)
→ 0.1 | -4.2
> O=C(NCc1ccccc1)N1CCn2cccc2C1Cc1ccccc1 (configuration not stated)
→ -7.2 | -3.4
> CCCCN(C)S(=O)(=O)c1ccc(C(=O)Nc2nnc(-c3ccc(OC)cc3)o2)cc1
→ 8.0 | -4.0
> Cc1c(Cl)cccc1NC(=O)c1ccccc1
→ 0.9 | 4.9
> Cc1noc(NC(=O)c2c(-c3c(Cl)cccc3Cl)noc2C)c1[N+](=O)[O-]
→ nt | -9.3
> c1ccc(Cn2ncc3ccccc32)cc1
→ -23.8 | -15.1
> Cc1ccc(CN2CCc3c(cc(C(=O)NC(C)c4ccccn4)n3C)C2)cc1 (configuration not stated)
→ 34.5 | -4.9
> COc1ccccc1N1CCN(C(=O)c2sc3ncccc3c2-n2cccc2)CC1
→ 0.5 | -0.9
> CC(C)c1ccc(S(=O)(=O)N=C2C=CC(=O)C=C2)cc1
→ 86.0* | 0.6
> Cc1cnc(-n2nnc(C(=O)NCc3ccccc3OC(F)(F)F)c2C)s1
→ -11.6 | -7.7
> CC(C)CNC(=O)C1=C2CCCN2c2ccc(F)cc2S1(=O)=O
→ -6.1 | 3.4
> COc1ccc(C2/C=C\CNCC(=O)N2Cc2ccc(F)cc2)cc1 (configuration not stated)
→ 11.0 | -3.0
> CCCn1cc(CNC(=O)C2CCCN(c3nnc4ccc(C(F)(F)F)cn34)C2)c(C)n1 (configuration not stated)
→ 0.5 | -2.7
> COc1cc(CN2CCN(Cc3ccc4c(c3)OCO4)CC2)c([N+](=O)[O-])cc1OC
→ 7.6 | -11.0
> O=C(Nc1ccccc1-c1nc2ccccc2[nH]1)c1ccccc1Cl
→ 45.7 | 2.6
> CN(CCC#N)C(C(=O)NC1CCCC1)c1cc2c(cc1[N+](=O)[O-])OCO2 (configuration not stated)
→ -2.0 | -5.0

Further entries.
SMILES | mHTT CaM bind | Pf apPOL inh
O=C(NCCC1=CCCCC1)c1ccccc1O | -33.2 | 6.3
O=C1c2ccccc2Sc2cc(-c3noc(-c4ccc5c(c4)OCO5)n3)ccc2N1C1CC1 | -2.7 | -1.5
Nc1cccc(-c2nc3ccccc3s2)c1 | 2.2 | -3.7
Cc1ccc(OCC(=O)NCC2CCCO2)c(C)c1 (configuration not stated) | -7.1 | -0.1
Clc1ccc(-c2noc(Cc3nnc(-c4ccccc4)o3)n2)cc1 | -15.1 | -7.3
CCOC(=O)c1ccc(NS(=O)(=O)c2ccc3[nH]c4c(c3c2)CCCC4)cc1 | 86.6* | -1.3
Cc1ccc(C2CCCN2C(=O)Nc2ccc(Cl)cc2)cc1 (configuration not stated) | -6.6 | -3.5
Fc1ccc(-c2n[nH]c(C3CCN(C4CCOCC4)CC3)n2)cc1 | -7.6 | 0.1
O=c1c2c3c(sc2nc2c4ccccc4c(Cl)nn12)CCCC3 | 0.0 | -5.7
COc1ccccc1C=C1Oc2cc(OS(=O)(=O)c3ccccc3)ccc2C1=O | 0.3 | -3.8
COc1ccccc1NC(=O)c1cc(Cl)c(OC)c(Cl)c1 | -9.0 | -19.1
CN(C1CCCCC1)S(=O)(=O)c1ccc(C(=O)Nc2nnc(-c3ccccc3Cl)o2)cc1 | 2.0 | -30.4

A different layout for part of the listing above.
| Molecule | mHTT CaM bind | Pf apPOL inh |
| --- | --- | --- |
| O=C1c2ccccc2Sc2cc(-c3noc(-c4ccc5c(c4)OCO5)n3)ccc2N1C1CC1 | -2.7 | -1.5 |
| Fc1ccc(-c2n[nH]c(C3CCN(C4CCOCC4)CC3)n2)cc1 | -7.6 | 0.1 |
| O=c1c2c3c(sc2nc2c4ccccc4c(Cl)nn12)CCCC3 | 0.0 | -5.7 |
| CCOC(=O)c1ccc(NS(=O)(=O)c2ccc3[nH]c4c(c3c2)CCCC4)cc1 | 86.6* | -1.3 |

Following part.
SMILES | mHTT CaM bind | Pf apPOL inh
COc1ccc(Br)cc1/C=C1/N=C(c2ccc(Cl)cc2)OC1=O | 7.0 | -0.9
C#CCN(CC(=O)OCC)S(=O)(=O)CCNC1CC1 | -8.0 | -1.0
Cc1c(O)ccc2c(=O)c(-c3ccccc3)coc12 | 10.2 | -17.0
COc1ncccc1CN(C)C(=O)c1cccs1 | -2.1 | -1.7
COc1ccc(OC)c(C=C2Oc3c(ccc(O)c3CN3CCC(C)CC3)C2=O)c1 | -5.0 | -4.6
CC1CC(Nc2ccccc2)c2ccccc2N1C(=O)Cc1cccs1 (configuration not stated) | 16.2 | -5.9
COc1ccccc1N1CCN(C(=O)c2c(-c3ccccc3Cl)noc2C)CC1 | 7.0 | -2.2
O=C(Nc1ccc(I)cc1)c1ccc(Cl)cc1Cl | 0.0 | 9.2
O=C(Nc1ccccc1Cl)C(=O)NC1CCCC1 | -3.4 | -11.0
Cc1ccc(C(=O)N2CCC(COc3ccc(C(=O)NC4CC4)cc3)CC2)cc1 | 17.5 | -3.6
Cc1ccc(OCC(=O)Nc2ccc(O)cc2)cc1C | 2.2 | 0.6
CC(C)(C)NC(=O)C1CC2CCCCC2CN1C(=O)c1ccno1 (configuration not stated) | nt | -5.6
CCCCOc1cccc(C(=O)Nc2ccc(N3CCN(C(=O)c4ccccc4)CC3)cc2)c1 | -2.1 | -1.0
Cc1ccc(NS(=O)(=O)c2ccc(NS(=O)(=O)c3ccc(F)cc3)cc2)c(C)c1 | 0.8 | -2.9
CC1(Cc2ccc([N+](=O)[O-])cc2)C(=O)OC(c2ccccc2)C(C)(C)C1=O (configuration not stated) | 1.0 | -5.0
COC(=O)c1ccc(C(=O)NCC(O)c2ccc(C(F)(F)F)cc2)cc1 (configuration not stated) | -11.5 | -7.9
Cn1c(=O)c2c(SCC(=O)Nc3ccccc3F)nc(-c3ccco3)nc2n(C)c1=O | -7.4 | -1.3
CCn1cc(-c2ccc(F)cc2)cc1C(=O)NCCOC | 21.3 | -11.2
Cc1cccc(NC(=O)O[C@@H]2C[C@H]3C[C@@H]2[C@H]2CCCCN2C3)c1 | 2.8 | -5.1
O=c1oc2ccc([N+](=O)[O-])cc2cc1-c1nnc(Nc2c(F)cccc2F)s1 | 1.0 | -4.0
O=C(Nc1cccc(Br)c1)c1ccncc1 | -3.9 | 0.3
CCN1CCN(C2CCN(C(=O)CCc3ccccc3)CC2)C1=O | -6.2 | -6.8
Cc1cc(C)n2nc(CC(=O)NC3CCCC(C)C3C)nc2n1 (configuration not stated) | -6.0 | -12.0
Cc1ccc(S(=O)(=O)C2(C(=O)Nc3ccc(Cl)cc3)CC2)cc1 | -11.0 | -4.4
O=C(CSc1nccn1-c1cccc(Cl)c1)Nc1ccc(F)cc1F | 20.0 | -6.4
Cc1ccc(-c2csc3c(=O)n(CC(=O)NC4CCCC4)cnc23)cc1 | -15.1 | -2.8
O=C(c1ccc(OCC2CCCN(C(=O)c3ccoc3)C2)cc1)N1CCCC1 (configuration not stated) | 5.0 | -3.5
CCOc1ccc(NC(=O)CSc2nc(-c3ccccc3)cc(=O)[nH]2)cc1 | -3.7 | -6.2
O=C1C(=O)N(Cc2ccc3c(c2)OCO3)c2ccccc21 | 21.0&33.2 | -6.2&-4.7
COc1nc(N)nc(SC)n1 | nt | -7.1
Cc1cccc(-n2ccnc2SCC(=O)Nc2cccc(C(F)(F)F)c2)c1C | 17.0 | -7.5
O=C1CC(c2ccccc2)=NO1 | nt | 6.5&3.5
O=C(Nc1ccccc1C(F)(F)F)c1cccnc1 | -6.0 | -3.0
C=C[C@@H]1c2ccccc2N(S(=O)(=O)c2ccc(C)cc2)[C@H](c2ccccc2)C1(C#N)C#N | 4.8 | -1.4
Brc1ccc(C2=CSC3=NCCN23)cc1 | 21.0&14.9 | 0.4&0.3
COCCCN1COc2ccc3c(C)c(-c4ccc(OC)cc4)c(=O)oc3c2C1 | 6.0 | -71.4
O=C(NC1CCCCCC1)C1CCN(c2ncc(-c3ccccc3)cn2)CC1 | -3.0 | 1.5
N#CC1=C(SCC(=O)Nc2ccccc2[N+](=O)[O-])NC(=O)CC1c1ccccc1F (configuration not stated) | 47.0 | -0.7
CC(=O)Nc1cccc2c(C(=O)N3CCN(c4ccccc4Cl)CC3)ccnc12 | 35.4 | 3.3
Cc1ccc(NC(=O)CN2C(=O)N/C(=C/c3ccccc3OC(C)C)C2=O)cc1 | 0.0 | -3.0
COc1cccc(-c2nc3ccccn3c2NC(=O)CC(C)C)c1 | 19.1 | 2.9
CCCCOC(=O)COc1ccc2c3c(c(=O)oc2c1)CCC3 | -7.1 | 1.2
COc1ccccc1CNC(=O)CSc1ccc(-c2ccc(-n3ccnc3)cc2)nn1 | 7.9 | -8.1
CCOC(=O)N1CCN(c2nnc(SCC(=O)Nc3ccccc3)s2)CC1 | -11.5 | -5.4
Cc1nn(C)c(C)c1CNC(=O)C1CCCN(c2nnc3ccc(C(F)(F)F)cn23)C1 (configuration not stated) | -0.8 | -0.1
COc1cccc(OC)c1OCCCOc1ccccc1OC(C)C | -50.7 | -2.9
Cc1ccc(Cl)cc1N1CCN(C(=O)C2CCCC2)C(C)C1=O (configuration not stated) | 4.5 | -1.2
O=[N+]([O-])c1ccc(NCCNCCO)cc1N1CCOCC1 | 8.1 | -2.4
